12-LOX inh: ALOX12 (human) lipoxygenase inhibition. hit rate 1.1% among 580,000. AID 1671190. purified 12hLO, xylenol orange hydroperoxide absorbance. P18054. Potency, µM (top dose mostly 108 µM), without a hit: at the top dose activity change, negative = inhibition, most hits filed as inhibitors; also: potency is read from the fitted curve at half-maximal effect; % is scaled to controls: 0 for no effect and ±100 for the full control effect
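Hydroperoxide product was detected by ferrous iron/xylenol orange as the 573 to 405 nm absorbance ratio. Arachidonic acid at 40 uM (final) was turned over for 30 min at room temperature by 150 nM human 12hLO, pH 7.0 Hepes buffer, after 15 min compound preincubation.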
PI4K2A inh: PI4K2A (human) kinase inhibition; hit rate 0.13% among 420,000; Q9BTU6; activity change, negative = inhibition, % at 76.9 µM; purified PI4K2A, ADP-Glo luminescence, 1 h; hits give low values; in the data active = activity change below about -50%; inconclusive = mostly about -30% to -49%;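 also: -100% = wells without enzyme as full effect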
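Compounds are screened against recombinant PI4K2A using PI as substrate and ATP, the latter dispensed at 300 microM. Reactions run one hour at ambient temperature before ADP-Glo detection; full inhibition defined by wells lacking enzyme.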
ERG Ets-DNA blk: ERG Ets/DNA interaction inhibition | AID 624246 | fluorescence polarization, His-ERG Ets domain / labelled DNA | P11308 | hit rate 0.028% among 370,000 | Potency, µM (doses to about 76.9 µM), without a hit: top-dose FP activity, negative = inhibition, usual class: inhibitors; active = well fitted inhibition curve with a large enough effect in the polarisation, with a control signal flat; inconclusive = small, poorly fitted or top-dose-only effect, or effect the other way, or a change in a side signal; inactive = no such curve, though single readings can be large or run the other way; the % refers to the polarisation;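 also: polarization taken with two DNA probes labelled with fluorescein and Texas red; potency is read from the fitted curve at half-maximal effect; % of control where 0% means no effect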
Target sequence (P11308 whole entry, looked up, the tested form may be a part): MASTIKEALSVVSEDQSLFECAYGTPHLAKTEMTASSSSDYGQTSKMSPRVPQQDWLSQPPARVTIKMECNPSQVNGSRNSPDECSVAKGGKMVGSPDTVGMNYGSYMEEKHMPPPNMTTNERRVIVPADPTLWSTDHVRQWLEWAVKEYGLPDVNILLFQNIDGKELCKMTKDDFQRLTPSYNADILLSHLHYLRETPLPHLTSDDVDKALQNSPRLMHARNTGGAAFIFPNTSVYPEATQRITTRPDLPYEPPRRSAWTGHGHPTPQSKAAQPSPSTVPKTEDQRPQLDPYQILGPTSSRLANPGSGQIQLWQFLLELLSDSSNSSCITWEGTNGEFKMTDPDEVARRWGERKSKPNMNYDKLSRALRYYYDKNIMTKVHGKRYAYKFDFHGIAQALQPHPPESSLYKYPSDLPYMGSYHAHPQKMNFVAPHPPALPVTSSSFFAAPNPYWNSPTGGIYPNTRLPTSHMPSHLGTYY
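His-tagged ERG Ets domain (1 uM in the protein solution; 300mM KCl, 50mM Tris-HCl, 1mM EDTA, 1mM DTT, pH 7.5) received compound, then a probe mix of 5 nM fluorescein-DNA and 100nM Texas-615-DNA. Fluorescence polarization was read for both dyes.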
G9a block: inhibitors of human histone lysine methyltransferase G9a; G9a H3K9 monomethylation, AlphaScreen, 2 h; Q96KQ7; Potency, µM (highest dose often 102 µM), inactives show at the top dose activity, negative = inhibition, hits mostly inhibitors; hit rate 8.8% among 350,000; AID 504332; also: potency is read from the fitted curve at half-maximal effect; % is scaled to controls: 0 for no effect and ±100 for the full control effect; nearly all actives have a fitted effect of over 75% in size
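AlphaScreen read-out: biotin-H3K9 peptide (500 nM) methylation by 20 nM enzyme with 20 uM SAM, 2 h at room temperature after 15 min compound preincubation; anti-monomethyl H3K9 antibody plus donor/acceptor beads, 10 min dark.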
RGS4 inh: blocks human RGS4-accelerated GTP hydrolysis; Transcreener GDP fluorescence polarization, RGS4-accelerated GTP hydrolysis; P49798; Potency, µM (top dose mostly 114 µM), inactives show at the top dose activity change, negative = inhibition, most hits filed as inhibitors; hit rate 0.039% among 390,000; also: potency is read from the fitted curve at half-maximal effect; % is scaled to controls: 0 for no effect and ±100 for the full control effect; nearly all actives have a fitted effect of over 75% in size; some results filed as inactive show a strong effect at the top dose
Target sequence (P49798 whole entry, looked up): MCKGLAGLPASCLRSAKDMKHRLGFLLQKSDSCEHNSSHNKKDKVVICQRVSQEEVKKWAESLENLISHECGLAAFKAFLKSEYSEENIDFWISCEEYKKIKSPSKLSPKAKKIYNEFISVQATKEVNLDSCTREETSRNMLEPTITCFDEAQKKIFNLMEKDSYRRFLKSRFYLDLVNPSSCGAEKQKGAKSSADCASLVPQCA
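MLSMR compounds (23 nl, pin-transferred) preincubated 10 min at room temperature with a 500nM (2x) first reagent, then RGS4 at 900nM (2x) plus Transcreener GDP mix added; fluorescence polarization (620/688 nm) read before and after 90 min at 30 °C.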
BAZ2B block: inhibitors of human BAZ2B bromodomain. hit rate 4.4% among 360,000. AID 504333. AlphaScreen BAZ2B-H3K14Ac peptide displacement. Potency, µM (doses to about 114 µM), without a hit: top-dose activity change, negative = inhibition, most hits filed as inhibitors. Q9UIF8; also: potency is read from the fitted curve at half-maximal effect; % is scaled to controls: 0 for no effect and ±100 for the full control effect; nearly all actives have a fitted effect of over 60% in size
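Protein-peptide AlphaScreen: BAZ2B 50 nM, b-H3K14Ac 50 nM, 1x PBS pH 7.4 + 0.01% Tween-20. Preincubation 30 min RT; cpd 30 min RT (top 110 uM); beads 20 min RT, light-protected.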
JMJD2A Tudor: inhibitors of human JMJD2A Tudor domain. O75164. AlphaScreen JMJD2A-Tudor / H3K4me3 peptide binding. Potency, µM (doses to about 114 µM), inactives show at the highest dose activity change, negative = inhibition, hits mostly inhibitors. hit rate 4.4% among 390,000. AID 504339; also: potency is read from the fitted curve at half-maximal effect; % is scaled to controls: 0 for no effect and ±100 for the full control effect; nearly all actives have a fitted effect of over 50% in size
HP1b chromo inh: HP1-beta chromodomain-methylated histone interaction inhibition; P83916; AlphaScreen HP1-beta / biotin-H3K9me3 peptide binding; Potency, µM (highest dose often 114 µM), inactives show top-dose activity change, negative = inhibition, actives largely listed as inhibitors; hit rate 0.56% among 390,000; AID 540317; also: potency is read from the fitted curve at half-maximal effect; nearly all actives have a fitted effect of over 70% in size; inactives centre near 23
Target sequence (P83916 whole entry, looked up): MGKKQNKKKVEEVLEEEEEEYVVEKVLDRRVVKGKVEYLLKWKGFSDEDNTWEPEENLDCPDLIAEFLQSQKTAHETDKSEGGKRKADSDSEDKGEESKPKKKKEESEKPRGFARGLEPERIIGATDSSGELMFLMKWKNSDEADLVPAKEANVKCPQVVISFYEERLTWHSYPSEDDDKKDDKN
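Compound inhibition of the preformed complex between 50 nM HP1-beta and 50 nM biotinylated H3K9me3 peptide was read by AlphaScreen. Buffer was PBS pH 7.4 with 0.01% Tween-20. Incubations ran 30 min at room temperature, with 10 ug/mL donor/acceptor beads.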
GLS inh: inhibitors of human glutaminase (GLS); hit rate 0.21% among 410,000; O94925; GLS enzymatic activity, qHTS titration; Potency, µM (titrated, usually from 45.5 µM), for inactives: at the top dose activity change, negative = inhibition, usual class: inhibitors; also: potency is read from the fitted curve at half-maximal effect; % is scaled to controls: 0 for no effect and ±100 for the full control effect
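Human kidney-isoform GLS in 45 mM KH2PO4 pH 8.2, 0.02% Tween-20, with compound, started with 1mM L-Glutamine (added stock). Glutamate oxidase/HRP/Amplex red coupled fluorescence read at start and after 30 min at RT.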
* hit, by the source's call; ? = inconclusive; . = no result given; & = joins results of further samples; [ ] = another dose, or the depositor's remark. Unless noted, calls follow the shape of the dose curve; as a rule, active = well fitted curve in the direction sought with a large enough effect; inconclusive = small, poorly fitted or top-dose-only effect, or another doubt; inactive = no such curve, though single readings can be large; an effect the other way counts as inactive or inconclusive. An excerpt (hit frequency here may not be typical).

SMILES	12-LOX inh	PI4K2A inh	ERG Ets-DNA blk	G9a block	RGS4 inh	BAZ2B block	JMJD2A Tudor	HP1b chromo inh	GLS inh
CC(C)C(NC(=O)OCc1ccccc1)C(=O)NC1CCCCC1 (stereo not drawn)	-9%	-4	-4%	8%[59 µM]	30%	10%	-10%	31%	4%
CCOC(=O)C1CCN(S(=O)(=O)c2ccc3c4c2CC(=O)N4CC(C)S3)CC1 (stereo not drawn)	?	0	4%	35µM*	1%	-27%	-16%	25%	4%
CCOC(=O)C1CCCN(C(=O)CCS(=O)(=O)c2cc3c(cc2Cl)NC(=O)CO3)C1 (stereo not drawn)	-4%	6	0%	-23%[59 µM]	1%	-9%	-7%	12%	-13%
COc1ccc2oc(=O)c(C(=O)N3CCN(C(=O)c4ccccc4)CC3)cc2c1	-13%	-4	7%	0%	13%	3%	-6%	22%	-2%
CCOc1ccc(S(=O)(=O)N2CCC(C(=O)NCc3ccco3)CC2)cc1C	-40%	-1	-2%	?	-9%	-22%	-20%	-18%	-7%
CCOc1nnc(C)c2c(C)n(-c3ccc(Cl)cc3)nc12	14%	-6	0%	14%[0.0925 µM]	-24%	-1%	-15%	12%	8%
COc1ccc(NS(=O)(=O)c2ccc(C(=O)N3CCN(c4ccc(F)cc4)CC3)cc2)cc1	175%[activator]	-7	1%	.	-20%	.	-29%	22%	14%
O=C(N/N=C/c1sc(=O)[nH]c1-[n+]1ccccc1)c1ccccc1[O-]	-16%	3	-5%	.	0%	-19%	-17%	18%	13%
COc1cccc(N2CCN(C(=O)Cn3c(=O)oc4ccccc43)CC2)c1	-13%	7	-5%	5%	23%	4%	-22%	9%	0%
CN(C)/C=C1/C=C(c2ccccc2)OC1=O	?	0	4%	35µM*	?	-32%	-28%	-15%	5%
NC(=O)C1CCN(CC(=O)Nc2ccc3c(c2)OCCO3)CC1	29%	-11	-7%[15.4 µM]	.	-13%	.	2%	-50%	20%
CCCCc1nc2cc(C(=O)NCc3cc(C)n(C)n3)ccc2o1	4%	-4	2%	3%	9%	-3%[57.1 µM]	-5%	26%	-2%
COc1cccc2[nH]c3c(N4CCC(C(N)=O)CC4)ncnc3c12	0%	1	4%	-18%[59 µM]	-2%	.	4%	13%	-1%
Cc1cc(=O)[nH]c(SCC(=O)Nc2nc(-c3ccccc3)cs2)n1	?	-4	12%	50µM*	12%	?	-20%	15%	-13%
COCCN1Cc2cccc(C(=O)Nc3cccc(OC)c3)c2C1=O	-22%	-3	6%	-1%[59 µM]	13%	3%	-5%	34%	4%
CCOc1cc(C)c(-c2onc(C(F)(F)F)c2-c2csc(C)n2)c(O)c1	-20%	-3	-1%	.	-35%	1%	-12%	17%	14%
CCC(Oc1ccccc1)C(=O)Nc1nnc(S(=O)(=O)N2CCCCC2)s1 (stereo not drawn)	6%	-5	9%	0%	67%[activator]	-4%	6%	28%	23%
CCc1ccc(NC(=O)CC2C(=O)N(c3cccc(OC)c3)C(=O)N2C2CCCC2)cc1 (stereo not drawn)	-76%	-8	0%	7.9µM*	8%	?	-31%	0%	1%
O=C(CSc1nnnn1C1CCCCC1)NNC(=O)c1ccco1	6%	7	-6%	12%	3%	7%	1%	31%	21%
O=S(=O)(Nc1cc(Sc2ncn[nH]2)c(O)c2ccccc12)c1ccccc1	?	-64*	4%	1.4µM*	?	28µM*	3.5µM*	3.5µM*	0%

Profiles as entered above. Values in the order: 12-LOX inh, PI4K2A inh, ERG Ets-DNA blk, G9a block, RGS4 inh, BAZ2B block, JMJD2A Tudor, HP1b chromo inh, GLS inh
Shown for `CN(C)/C=C1/C=C(c2ccccc2)OC1=O` = ?, 0, 4%, 35µM*, ?, -32%, -28%, -15%, 5%
Shown for `NC(=O)C1CCN(CC(=O)Nc2ccc3c(c2)OCCO3)CC1` = 29%, -11, -7%[15.4 µM], ., -13%, ., 2%, -50%, 20%

Later entries:
SMILES	12-LOX inh	PI4K2A inh	ERG Ets-DNA blk	G9a block	RGS4 inh	BAZ2B block	JMJD2A Tudor	HP1b chromo inh	GLS inh
CCC(C)C(NC(=O)C1CCC(C)CC1)C(=O)NCc1ccco1 (stereo not drawn)	-2%	6	2%	8%	-6%	-21%	-8%	-3%	5%
CSc1ccccc1NC(=O)C1CCCN(S(C)(=O)=O)C1 (stereo not drawn)	-2%&62%	7	-16%	33%	10%	5%	-8%	32%	6%
C/C(=N\NC(=O)Cn1nnc2ccccc21)c1ccco1	5%	-3	7%	9%[0.501 µM]	27%	3%	-13%	39%[activator]	4%
CCC1(C)Cc2ccccc2/C(=C/C(=O)N2CCCCC2)N1 (stereo not drawn)	?	1	3%	40µM*	-8%	?	?	0%	-5%
O=C(CN1CCC(n2nnc3cc(F)ccc32)CC1)N1CCc2ccccc2C1	-20%	-2	.	-9%	20%	3%	-15%	25%	-7%
CCN(CC)S(=O)(=O)c1ccc(NC(=O)CCc2c(C)nc3cc(-c4ccc(Cl)cc4)nn3c2C)cc1	-24%	2	5%	-3%[59 µM]	-1%	-17%	-19%	4%	-12%
COc1ccccc1CN1CC(C(=O)NCc2cnn(C)c2)CCC1=O (stereo not drawn)	-2%	-3	9%	-4%	12%	2%	-9%	23%	3%
COc1ccc(-c2csc3ncnc(Nc4ccccc4)c23)cc1	-20%	4	0%	13%[59 µM]	-29%	-1%	5%	77%[activator]	-3%
CCOc1ccc(NC(=S)N2CCCN(Cc3cccc(Cl)c3)C2)cc1	?	4	3%	-10%	-2%	?	-36%	23%	1%
Cc1ccccc1S(=O)(=O)Nc1nc2ccccc2nc1NCCO	-8%	-2	5%	-10%	4%	1%	-7%	16%	9%
O=C(OC1Cn2c(=O)ccc(=O)n2C1)c1ccc([N+](=O)[O-])cc1	21%	-1	1%	11%[59 µM]	6%	-1%	-5%	29%	1%
CC(C)NC(=O)COC(=O)c1cc(F)c(F)cc1Cl	127%[activator][57.4 µM]	4	-2%	-2%[12.7 µM]	11%	7%	-12%	27%	2%
O=S(=O)(c1cc(Cl)ccc1Br)N1CCOCC1	2%	8	-1%	-2%[12.7 µM]	23%	7%	12%	23%	-2%
CC(C)(C)C(=O)Nc1ccc(C(=O)COC(=O)C2=COCCO2)cc1	-8%	-2	-1%	?	5%	-2%	-11%	13%	2%
CC(C)c1ccc(NC(=O)COc2ccccn2)cc1	-2%	6	-12%	3%	11%	-3%	-12%	21%	2%
CCCc1nc2ccccc2c(=O)n1NC(=O)c1c(O)c2ccccc2n(C)c1=O	7%	-5	-3%	6%	-4%	-33%	-8%	16%	2%
CCOc1ccc(NC(=O)C2CC(=O)N(c3ccccc3F)C2)cc1 (stereo not drawn)	-5%	-1	12%	12%	8%	4%	-5%	99%[activator]	0%
O=C(Nc1ccccc1)c1ccc(NCCc2ccccc2)c([N+](=O)[O-])c1	-10%	0	-2%	5%[59 µM]	16%	7%	-11%	16%	2%
O=C(c1cc(Br)ccc1Cl)N1CCN(c2ccccn2)CC1	-7%	7	0%	.	-4%	5%	-18%	17%	-1%
CCOC(=O)c1c(/N=C/c2ccc(C)cc2O)sc2c1CCC2	-20%	-3	6%	45µM*	-48%	?	-27%	-38%	14%
O=C(CNC(=O)c1ccco1)NNC(=O)c1cccc(Cl)c1	0%	-5	-5%	.	-17%	.	5%	43%[activator]	18%
O=C(C1CCN(S(=O)(=O)c2cnc[nH]2)CC1)N1CCN(c2ncccn2)CC1	0%	4	-4%	?	-14%	13%	4%	34%	8%
CC12CCC(=O)N1C(C(=O)NCCc1ccc(S(N)(=O)=O)cc1)CS2 (stereo not drawn)	10%	-2	3%	.	8%	?	-2%	15%	12%
COC(=O)c1cn(-c2ccccc2)nc1C(=O)OC	0%	2	7%	-35%	-6%	12%	-28%	1%	0%
CC(C)NC(=O)CSc1nc2ccccc2n1-c1ccccc1	17%	-1	1%	-19%[59 µM]	-22%	7%	-9%	57%[activator]	2%
O=C1N[C@@H](Cc2ccccc2)C(=O)N2CCCC12 (stereo partly drawn)	-2%	2	-1%	25%[135 µM]	17%	.	-23%	7%	3%
CCC(=O)Nc1ccc(NC(=O)CCc2ccccc2)cn1	7%	-11	-6%	-17%	3%	-4%	-4%	27%	-4%
Cc1noc(NS(=O)(=O)c2ccc(NC(=O)c3nn(-c4ccc(F)cc4)ccc3=O)cc2)c1C	-21%	-16	6%	-49%	1%	-24%	-8%	58%[activator]	3%
O/N=C1/CC/C(=N\O)c2nn(-c3ccccc3)nc21	10%	-6	5%	12%[59 µM]	5%[11.4 µM]	10%	-6%[57.1 µM]	38%	20%
CCCS(=O)(=O)N1CCN(S(=O)(=O)c2ccccc2[N+](=O)[O-])CC1	12%	1	-1%	-29%[59 µM]	-3%	-20%	-5%	28%	-2%
CC12CCC(C(=O)N3CCCCC3)(CC1=O)C2(C)C (stereo not drawn)	0%	-1	0%	23%[12.7 µM]	10%	-3%	-13%	62%[activator]	-11%
CCc1cc2c3c(c(=O)oc2cc1OCC(=O)OC)CCCC3	10%	0	-5%	17%[59 µM]	-15%	-3%	12%	55%[activator]	-14%
COc1cccc(NC(=O)CSc2cccc[n+]2[O-])c1	0%	-1	-8%	.	-16%	.	-11%	51%[activator]	-1%
Cc1cccc(C(=O)Nc2cccc(OCc3cc(=O)n4cc(C)sc4n3)c2)c1	-22%	2	3%	-16%[59 µM]	-1%	-1%	-26%	11%	0%

Assay outcomes: PubChem, National Center for Advancing Translational Sciences (NCATS)
